HCMV antiviral – blocks human cytomegalovirus replication; HFF cells, HCMV-luciferase reporter, 72 h; stronger effect = lower value; AID 1259415; 4.5% of 410,000 active; activity change, negative = inhibition, % at 57.5 µM; in the data active = activity change below about -60%; inconclusive = no clear call, values can overlap the other calls; inactive = above about -39%
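Two compound doses tested in HFFs infected with HCMV-luciferase, MOI 1 PFU/cell, 72 h at 37C. Lysate luminescence read with OneGlo; data normalized against buffer-only and 10uM Salinomycin inhibitor controls.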
Starred values were filed as active, the others as inactive; ? = inconclusive. % is scaled to controls: 0 for no effect and ±100 for the full control effect.

SMILES	HCMV antiviral
Cc1ccccc1C1=NC(C)(CC(=O)NCCOc2ccccc2)ON1C (stereo unspecified)	-8
Cc1cc2onc([C@H]3CCCN3C(=O)N3CCOCC3)c2cc1C	?
O=C(C=Cc1ccc(OCc2ccccc2)cc1)c1c(F)cccc1F	?
CCCN1[C@@H]2c3cccc(=O)n3C[C@H]1[C@H](CO)[C@H]2C(=O)NC1Cc2ccccc2C1	-10
C=CS(=O)(=O)N(C(=C)C(=O)OC)S(C)(=O)=O	-81*
CCCCNc1cccc2c1S(=O)(=O)N[C@H](CC(C)C)CO2	-37
CCOC(=O)C1CSCCS(=O)(=O)N1Cc1cccc(F)c1 (stereo unspecified)	-8
CCCCc1ccc(S(=O)(=O)N[C@H]2CC[C@@]34CCCN3C(=O)CCC[C@H]4[C@H]2C)cc1	-1
CC1(C)CC(=O)C=C(c2ccccc2-c2ccc3c(c2)OCO3)C1=O	0
COc1ccc(S(=O)(=O)N[C@H]2CC[C@@]34CCCN3C(=O)CCC[C@H]4[C@H]2Cc2ccccc2)cc1	-14
COc1cccc(-c2n[nH]c3ccnc(-c4cccc(C(C)=O)c4)c23)c1	-21
COc1cc(OC)cc(-c2cc3nc4c(c(N5CCN(c6cnccn6)CC5)n3n2)CCCC4)c1	13
Cc1cc(N=O)no1	4
CS(=O)(=O)c1ccc(-c2nccc3[nH]nc(-c4cccc(F)c4)c23)cc1	-15
COc1ccc(CN2C(=O)C(n3ccc4ccccc43)c3cc(Cl)ccc32)cc1 (stereo unspecified)	-84*
Cc1nc(SCc2nc3ccc([N+](=O)[O-])cc3[nH]2)c2oc3ccccc3c2n1	6
C[C@H](CO)N1C[C@H](C)[C@@H](CN(C)C(=O)c2ccc(N3CCN(C)CC3)cc2)OCc2cn(nn2)CCCC1=O	7
Cc1ccc(C)n1C1C(=O)N(Cc2ccc(C(F)(F)F)cc2)c2ccc(F)cc21 (stereo unspecified)	0
CCOc1ccc(C(C)(C)COCc2cccc(Oc3ccccc3)c2)cc1	-8
COC(=O)C(c1ccccc1)(c1cn(C)c2ccccc12)C(Nc1ccc(Cl)cc1)c1ccccc1 (stereo unspecified)	-27
CCCCCCCCN1C(=O)[C@@H](CC(=O)N2CCN(C(=O)c3ccco3)CC2)C[C@@]2(C(=O)OC)C1=C[C@H](C(C)(C)C)O[C@@H]2C	38
CCCN1C(=O)COCc2cc(-c3cccc(CO)c3)ccc21	7
CC(C)C[C@H]1COc2cccc(NCCO)c2S(=O)(=O)N1	-7
C=CC1=CCN(S(=O)(=O)C(C)(C)C)[C@@H]1CCO	20
C[C@H](CO)N1C[C@H](C)[C@@H](CN(C)C(=O)Cc2cccnc2)Oc2ncc(C#CCc3ccccc3)cc2C1=O	-16

(listing goes on)
SMILES	HCMV antiviral
COc1ccc(C2=CC(=O)N(CCC(N)=O)C2)cc1	13
CCC[C@H]1[C@@H](NC(=O)Nc2ccc(OC)cc2)CC[C@@]23CCCN2C(=O)CCC[C@@H]13	-2
CCN1C[C@@H]2[C@@H]3C(=O)N(Cc4ccccc4)C(=O)[C@@H]3[C@](CC)(C1=O)N2C(=O)c1ccc(Cl)cc1	-5
CN1C(=O)C(C2(O)C(=O)N(Cc3ccccc3)c3cc(F)ccc32)c2ccccc21 (stereo unspecified)	-23
CC1CN=C(c2cc(Cl)c(N)c(Cl)c2)c2c3ccc(C(F)(F)F)cc3[n+]([O-])n21 (stereo unspecified)	40
CC(C)(C)c1ccc(S(=O)(=O)NCC2CCN(C(=O)C(=O)c3cc4ccccc4o3)CC2)cc1	?
COC(=O)C(c1ccccc1)(c1cn(C)c2ccccc12)C(Nc1ccccc1)c1ccc(Br)cc1 (stereo unspecified)	-19
O=C(/C=C/c1ccccc1)N[C@H]1CC[C@@]23CCCN2C(=O)CCC[C@H]3[C@H]1Cc1ccccc1	-6
COC(=O)[C@@H]1[C@@H](CO)[C@@H]2Cn3c(cccc3=O)[C@H]1N2C(=O)Nc1cc(F)ccc1F	4
CCC[C@@H]1NC(=O)CNC(=O)[C@H](Cc2ccccc2)NC(=O)[C@H]([C@H](C)O)NC(=O)[C@H](CCC(N)=O)NC(=O)C(C(C)C(C)Cl)NC(=O)[C@H](CC(C)C)N(C)C(=O)[C@H](C)NC(=O)CC(O)C(NC(=O)[C@@H](CC(C)C)NC=O)C(C)OC1=O (stereo partly specified)	18
Cn1nnnc1Sc1ncnc2scc(-c3ccc(-c4ccccc4)cc3)c12	-97*
CC(C)C[C@@H]1COc2cc(NCCCN3CCOCC3)ccc2S(=O)(=O)N1	3
CCC[C@H]1[C@@H](NS(=O)(=O)c2cc(Cl)cc(Cl)c2)CC[C@@]23CCCN2C(=O)CCC[C@@H]13	2
CN(C)Cc1c(C(C)(C)O)[nH]c2cc(C(F)(F)F)ccc12	24
COc1cc(C(C)=O)ccc1OCCCN1CCC(c2noc3cc(F)ccc23)CC1	15
Cc1ccc(OC(=O)N(C)C[C@H]2OCc3cn(nn3)CCCC(=O)N([C@@H](C)CO)C[C@@H]2C)cc1	4
O=C(O)CC(Sc1ccc(Cl)cc1)C(=O)Nc1ccccc1 (stereo unspecified)	-2
CCCCNc1ccc2c(c1)OC[C@@H](C)NS2(=O)=O	6
CC(C)=C1N(S(=O)(=O)C(F)(F)F)CCC12CN(C)c1ccccc12 (stereo unspecified)	-18
CC(=O)Nc1c(I)c(C(=O)O)c(I)c(N(C)C(C)=O)c1I	16
Cc1ccccc1S(=O)(=O)N(C)C[C@H]1OCc2cnnn2CCCC(=O)N([C@H](C)CO)C[C@@H]1C	-1
CCCCNC(=O)C(C)(C)n1cc(NC(=O)c2cc(C)oc2C)cn1	3
Cn1cnc([N+](=O)[O-])c1Sc1nnc(-c2ccccc2)c(-c2ccccc2)n1	136
CCOC(=O)C(Cc1ccccc1)(Nc1ccccc1OC)C(O)c1ccc(C#N)cc1 (stereo unspecified)	-66*
CCCCc1ccc(S(=O)(=O)N[C@H]2CC[C@@]34CCCN3C(=O)CCC[C@H]4[C@H]2Cc2ccccc2)cc1	-31

More structures follow:
SMILES	HCMV antiviral
S=C(NN=C1CCCCC1=NNC(=S)N1CCOCC1)N1CCOCC1	-23
C[C@H](NC(=O)c1ccccn1)C(O)c1nc2ccccc2[nH]1 (stereo partly specified)	-2
CN1C(=O)C(C(Nc2ccccc2)c2ccccc2)c2ccccc21 (stereo unspecified)	-4
COc1ccc([C@@H]2[C@@H](C(=O)N3CCOCC3)CC(=O)N2C(=O)Nc2ccc(C)c(Cl)c2)cc1	11
C[C@H]1CN([C@@H](C)CO)C(=O)CCCn2cc(nn2)CO[C@@H]1CN(C)C(=O)C1CC1	-4
CC(C)[C@@H](C)/C=C/[C@@H](C)[C@H]1CC[C@@H]2[C@]1(C)CCC1[C@]23C=C[C@]2(C[C@@H](O)CC[C@]12C)N(c1ccc(F)cn1)O3 (stereo partly specified)	12
CC(C)C[C@H]1COc2cc(Br)ccc2S(=O)(=O)N1Cc1ccc(Cl)cc1	16
O=Cc1coc([B-](F)(F)F)c1	35
COc1ccccc1CN1C(=O)[C@H]2Cc3c([nH]c4ccccc34)C(C)(C)N2C1=O	-5
COC(=O)C1C(c2ccc(I)cc2)CC2CCC1N2C (stereo unspecified)	57
COc1cccc(S(=O)(=O)N(C)C[C@@H]2Oc3ncc(Br)cc3C(=O)N([C@H](C)CO)C[C@@H]2C)c1	-10
O=C1[C@H](c2ccccc2)[C@@H](c2ccncc2)N1c1ccncc1	-18
O=C1NCCOc2ccccc21	0
C[C@@H]1CN([C@@H](C)CO)C(=O)CCCn2cc(nn2)CO[C@H]1CN(C)C(=O)Cc1ccccc1	-1
COc1ccc(N(Cc2nc3cc(C)c(C)cc3[nH]2)Cc2nc3cc(C)c(C)cc3[nH]2)cc1	20
COCC(=O)N1CCCCN2[C@H](C1)[C@H](c1ccc(C#Cc3ccccc3)cc1)[C@@H]2CO	20
C[C@@H]1COc2cccc(NC3CC3)c2S(=O)(=O)N1	0
CC1(C)c2[nH]c3ccccc3c2C[C@H]2C(=O)N(Cc3cccc(F)c3)C(=O)N21	-17
Nc1c(CC(=O)O)cccc1C(=O)c1ccc(Br)cc1	18
COc1ccccc1CCn1cnc(-c2ccc(Cl)cc2)c1CC(C)C	-25
CC12CCCCCC3=CC(=O)C=C[C@]31OCC2 (stereo partly specified)	-23
Cc1cccc(N2CCN(C(=O)c3ccc4c(=O)[nH]c5c(C(=O)NC6CCCC6)sc(=S)n5c4c3)CC2)c1C	-9
C[C@@H]1COc2cccc(N3CCCCC3)c2S(=O)(=O)N1	-23
Cn1c(=O)c2c(ncn2CC(=O)O)n(C)c1=O	-24
CC(=O)c1ccc(N2CCN(C(=O)c3ccc4c(=O)[nH]c5c(C(=O)NC6CCCC6)sc(=S)n5c4c3)CC2)cc1	-8

Other records.
SMILES	HCMV antiviral
COc1ccccc1-c1[nH]c2ccccc2c1C(C)=O	?
COCCN1C(=O)COCc2cc(-c3ccc4c(c3)OCO4)ccc21	26
Cc1cc(N)c2cc(NC(=O)Nc3ccc4nc(C)cc(N)c4c3)ccc2n1	-99*
CCCS(=O)(=O)NC(=O)C1(C)CCCN(C(=O)CCc2ccccc2)C1 (stereo unspecified)	-65*
CN(C)CC(=O)N1CC(=O)N2[C@H](CO)[C@@H](c3ccc(Br)cc3)[C@H]2C1	-8
O=C1CCCC2=C1C1(CCCC1)N=C(Nc1nc3cc(-c4ccccc4)ccc3o1)N2	-30
COCCNC(=S)N1C[C@H]2CON(C)[C@H]2C[C@H]1c1ccccc1Br	-11
Cn1cc(Cl)cc1-c1ncc(Cc2c[nH]c(N)[n+]2C)o1	-12
Cc1nnc2nc(N)[nH]n2c1=O	57
Nc1nc2c(C(=O)N3CCCC3)nnn2c2ccccc12	12
COC(=O)[C@@H]1[C@@H](CO)[C@@H]2Cn3c(ccc(Br)c3=O)[C@H]1N2S(=O)(=O)c1ccccc1F	-6
C[C@H](CO)N1C[C@H](C)[C@H](CN(C)C(=O)Nc2ccc(N3CCCCC3)cc2)OCc2cnnn2CCCC1=O	4
O=[N+]([O-])c1ccccc1-c1cc(-c2ccccc2Br)no1	71
CC(C)C[C@H](NC(=O)[C@H](Cc1ccccc1)NC(=O)c1cnccn1)B(O)O	-99*
O=S(=O)(CS(=O)(=O)c1ccc(Br)cc1)c1ccc(Br)cc1	-29
Nc1[nH]c(C(=O)c2ccc(Br)cc2)c(-c2ccccn2)c1C(=O)NCCc1c[nH]c2ccccc12	-17
COc1ccc([C@@H]2C[C@@H](c3ccccc3)Oc3c(C)ccc(C(C)C)c32)cc1	41
Cc1ccc2oc(NC3=NC4(CCCC4)C4=C(CCCC4=O)N3)nc2c1	48
C[C@@H]1CN([C@@H](C)CO)S(=O)(=O)c2ccc(Br)cc2O[C@@H]1CN(C)S(=O)(=O)c1ccc(F)cc1	1
Cc1ccc(NC(=O)N2CC(C)OC(C)C2)cc1[N+](=O)[O-] (stereo unspecified)	0
COC(=O)c1cc(=O)n(Cc2ccco2)c(=Nc2ccccc2)s1	?
COc1ccc(CNS(=O)(=O)c2cc(Br)ccc2Br)cc1	-6
CC(C)NCC(O)c1ccc([N+](=O)[O-])cc1 (stereo unspecified)	-12

Some of the entries above in a different format.
| structure | HCMV antiviral |
| --- | --- |
| O=[N+]([O-])c1ccccc1-c1cc(-c2ccccc2Br)no1 | 71 |
| CC(C)C[C@H](NC(=O)[C@H](Cc1ccccc1)NC(=O)c1cnccn1)B(O)O | -99* |

No new results follow: 27 of the compounds above.
SMILES	HCMV antiviral
Cc1cccc(N2CCN(C(=O)c3ccc4c(=O)[nH]c5c(C(=O)NC6CCCC6)sc(=S)n5c4c3)CC2)c1C	-9
C[C@@H]1COc2cccc(N3CCCCC3)c2S(=O)(=O)N1	-23
Cn1c(=O)c2c(ncn2CC(=O)O)n(C)c1=O	-24
CC(=O)c1ccc(N2CCN(C(=O)c3ccc4c(=O)[nH]c5c(C(=O)NC6CCCC6)sc(=S)n5c4c3)CC2)cc1	-8
COc1ccccc1-c1[nH]c2ccccc2c1C(C)=O	?
COCCN1C(=O)COCc2cc(-c3ccc4c(c3)OCO4)ccc21	26
Cc1cc(N)c2cc(NC(=O)Nc3ccc4nc(C)cc(N)c4c3)ccc2n1	-99*
CCCS(=O)(=O)NC(=O)C1(C)CCCN(C(=O)CCc2ccccc2)C1 (stereo unspecified)	-65*
CN(C)CC(=O)N1CC(=O)N2[C@H](CO)[C@@H](c3ccc(Br)cc3)[C@H]2C1	-8
O=C1CCCC2=C1C1(CCCC1)N=C(Nc1nc3cc(-c4ccccc4)ccc3o1)N2	-30
COCCNC(=S)N1C[C@H]2CON(C)[C@H]2C[C@H]1c1ccccc1Br	-11
Cn1cc(Cl)cc1-c1ncc(Cc2c[nH]c(N)[n+]2C)o1	-12
Cc1nnc2nc(N)[nH]n2c1=O	57
Nc1nc2c(C(=O)N3CCCC3)nnn2c2ccccc12	12
COC(=O)[C@@H]1[C@@H](CO)[C@@H]2Cn3c(ccc(Br)c3=O)[C@H]1N2S(=O)(=O)c1ccccc1F	-6
C[C@H](CO)N1C[C@H](C)[C@H](CN(C)C(=O)Nc2ccc(N3CCCCC3)cc2)OCc2cnnn2CCCC1=O	4
O=[N+]([O-])c1ccccc1-c1cc(-c2ccccc2Br)no1	71
CC(C)C[C@H](NC(=O)[C@H](Cc1ccccc1)NC(=O)c1cnccn1)B(O)O	-99*
O=S(=O)(CS(=O)(=O)c1ccc(Br)cc1)c1ccc(Br)cc1	-29
Nc1[nH]c(C(=O)c2ccc(Br)cc2)c(-c2ccccn2)c1C(=O)NCCc1c[nH]c2ccccc12	-17
COc1ccc([C@@H]2C[C@@H](c3ccccc3)Oc3c(C)ccc(C(C)C)c32)cc1	41
Cc1ccc2oc(NC3=NC4(CCCC4)C4=C(CCCC4=O)N3)nc2c1	48
C[C@@H]1CN([C@@H](C)CO)S(=O)(=O)c2ccc(Br)cc2O[C@@H]1CN(C)S(=O)(=O)c1ccc(F)cc1	1
Cc1ccc(NC(=O)N2CC(C)OC(C)C2)cc1[N+](=O)[O-] (stereo unspecified)	0
COC(=O)c1cc(=O)n(Cc2ccco2)c(=Nc2ccccc2)s1	?
COc1ccc(CNS(=O)(=O)c2cc(Br)ccc2Br)cc1	-6
CC(C)NCC(O)c1ccc([N+](=O)[O-])cc1 (stereo unspecified)	-12

Screening results deposited in PubChem by National Center for Advancing Translational Sciences (NCATS).

These rows are one share of the data; count on the stated rates, not on these rows.
